KDM5B inhibitor: Primary screen for KDM5B Histone Demethylases FDH-coupled qHTS; Lysine-specific demethylase 5B (Homo sapiens), Q9UGL1; KDM5B demethylase, FDH-coupled NADH fluorescence (FDH is formaldehyde dehydrogenase); Potency, µM (series often up to 57.7 µM), without a hit: top-dose activity change, negative = inhibition, hits mostly inhibitors; 220,000 compounds, 2.6% hits; AID 1347165, 2019; active means well fitted inhibition curve with a large enough effect; inconclusive means small, poorly fitted or top-dose-only effect; inactive means no such curve, though single readings can be large or run the other way; further: 0% is about no effect; nearly all actives have a fitted effect of over 70% in size
Target sequence (Q9UGL1 whole entry, looked up): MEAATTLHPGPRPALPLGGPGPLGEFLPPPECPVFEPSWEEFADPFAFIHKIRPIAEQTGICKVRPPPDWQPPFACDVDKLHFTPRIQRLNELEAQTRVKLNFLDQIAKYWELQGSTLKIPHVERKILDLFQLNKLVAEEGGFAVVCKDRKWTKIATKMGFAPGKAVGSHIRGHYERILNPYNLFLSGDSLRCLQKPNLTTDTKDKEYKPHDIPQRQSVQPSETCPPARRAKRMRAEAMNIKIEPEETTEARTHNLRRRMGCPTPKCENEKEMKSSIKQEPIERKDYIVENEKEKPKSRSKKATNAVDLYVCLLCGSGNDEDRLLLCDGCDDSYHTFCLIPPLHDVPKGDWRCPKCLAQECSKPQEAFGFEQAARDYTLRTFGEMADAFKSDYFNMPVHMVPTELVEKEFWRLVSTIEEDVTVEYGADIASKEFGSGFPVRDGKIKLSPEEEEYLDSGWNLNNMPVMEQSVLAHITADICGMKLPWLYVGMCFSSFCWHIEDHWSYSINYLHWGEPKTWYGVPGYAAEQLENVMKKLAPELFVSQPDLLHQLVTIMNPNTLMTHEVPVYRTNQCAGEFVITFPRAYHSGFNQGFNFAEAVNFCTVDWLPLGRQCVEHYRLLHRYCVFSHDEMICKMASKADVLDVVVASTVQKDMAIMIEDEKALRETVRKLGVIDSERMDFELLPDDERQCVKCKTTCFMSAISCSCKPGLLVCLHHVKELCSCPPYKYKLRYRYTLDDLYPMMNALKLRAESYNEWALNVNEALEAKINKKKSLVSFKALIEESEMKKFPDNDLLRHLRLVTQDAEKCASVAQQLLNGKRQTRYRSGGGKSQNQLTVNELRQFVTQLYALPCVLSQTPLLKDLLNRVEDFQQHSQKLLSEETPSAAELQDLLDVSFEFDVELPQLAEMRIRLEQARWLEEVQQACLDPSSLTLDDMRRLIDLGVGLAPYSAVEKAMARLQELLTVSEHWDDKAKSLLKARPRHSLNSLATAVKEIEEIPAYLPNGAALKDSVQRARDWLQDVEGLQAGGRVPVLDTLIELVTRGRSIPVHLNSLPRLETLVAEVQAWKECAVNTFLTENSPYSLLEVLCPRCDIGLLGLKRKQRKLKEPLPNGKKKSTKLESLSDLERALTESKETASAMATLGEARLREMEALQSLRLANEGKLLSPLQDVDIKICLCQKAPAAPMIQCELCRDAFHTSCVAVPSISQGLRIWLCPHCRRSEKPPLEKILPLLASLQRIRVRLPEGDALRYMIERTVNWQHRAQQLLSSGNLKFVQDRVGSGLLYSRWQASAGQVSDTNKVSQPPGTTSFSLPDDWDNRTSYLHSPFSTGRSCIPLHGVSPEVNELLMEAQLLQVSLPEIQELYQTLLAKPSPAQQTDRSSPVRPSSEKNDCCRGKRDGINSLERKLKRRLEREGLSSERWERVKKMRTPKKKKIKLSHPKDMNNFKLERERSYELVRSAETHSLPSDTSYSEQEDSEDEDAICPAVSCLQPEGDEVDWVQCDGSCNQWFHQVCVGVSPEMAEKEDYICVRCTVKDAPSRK
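Compound dilutions met 200 nM (final) KDM5BΔAP for 10 min at room temperature before substrate addition. The substrate mix held 12.5 µM H3K4me3 with cofactors 25 µM α-ketoglutarate and 50 µM Fe²⁺. NADH signal gain over 30 min defined activity.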
* marks the source's active call; other numbers are inactive results; i = inactive; ? = inconclusive; & = joins results of further samples; [ ] = dose if it differs, or a comment. Potency means the concentration at half of the fitted maximal effect. An excerpt. The share of hits here may be higher or lower than overall.

nr | mol | KDM5B inhibitor
1 | CCOC(=O)c1c(C)[nH]c(C(=O)Nc2cccc(S(=O)(=O)N(C)C)c2)c1C | -12%
2 | Cc1cnn(CC(=O)N2CCc3nn(Cc4ccccc4)c(=O)n3CC2)c1 | -21%
3 | CC(Oc1ccccc1)C(=O)OCc1cc(=O)n2ccsc2n1 (stereo unspecified) | 0%
4 | Cc1nc(-c2ccc(F)cc2)sc1C(=O)N[C@H](C(=O)O)C(C)C | -6%
5 | COCC(=O)N(C1CCOCC1)C1CCN(C(=O)c2cccnc2C)CC1 | -10%
6 | O=C(Nc1ccc(Br)c(C(F)(F)F)c1)c1ccc(C(F)(F)F)cc1 | -22%
7 | COc1ccc(N2CC(C(=O)N3CCC(C(=O)NCc4cccs4)C3)NC2=O)cc1 (stereo unspecified) | -8%&-2%
8 | CC(=O)c1ccc(N2CCN(C(=O)c3ccc(-c4ccccc4)cc3)CC2)cc1 | 25%
9 | O=C(Cn1nc2n(c1=O)CCCC2)Nc1ccc(Cl)cc1 | 5%
10 | CCC(CC)C(=O)N1CCC(N2C(=O)CCC2C(=O)NCc2ccccc2)CC1 (stereo unspecified) | -10%
11 | Cc1cscc1NC(=O)/C=C/C(=O)O | 26%
12 | O=C(NCC(F)(F)F)C1CN(c2ccc(F)cc2)C(=O)N1 (stereo unspecified) | -4%[86.2 µM]
13 | Cc1ccc(CN2CCCn3nc(C(=O)NCCc4ccccc4C)cc3C2=O)cc1 | -14%
14 | Cc1c(C(=O)Nc2cccc(C#N)c2)sc2nc3n(c(=O)c12)CCCCC3 | -5%
15 | O=C(CSc1ccccc1C(=O)Nc1ccc2[nH]c(=O)[nH]c2c1)NCc1ccco1 | ?
16 | CNC(=O)CC1=C2CCCCC2N(C)C1=O (stereo unspecified) | -9%
17 | COc1ccc(NC(=O)CCn2c(=O)c3cccn3c3ccccc32)c(OC)c1 | -4%
18 | Cc1ccc(/C=C(/C#N)C(=O)C(C)C)cc1C | 24%
19 | CCC(C(=O)NC(C)(C)CC)c1ccccc1 (stereo unspecified) | 29%
20 | COc1cccc(-c2cc(C(=O)N3CCC(Cn4cccn4)CC3)[nH]n2)c1 | 20%
21 | Cc1ccc(CN(C)CC(=O)NC(C)c2ccc(C)c(C)c2)o1 (stereo unspecified) | -7%
22 | COCCN1Cc2ccc(NCC(C)C)nc2C(C)(C(=O)Nc2ccncc2)C1 (stereo unspecified) | 28µM*
23 | CCCCCCn1c(SCC(=O)Nc2ccccc2)nc2c1c(=O)[nH]c(=O)n2C | 0%
24 | COc1ccc(-c2nc(CSCC(=O)N(C)c3ccccc3)co2)cc1 | 2%
25 | COc1ccc(-c2noc(N3CCC(C(=O)Nc4cccc(C)c4C)CC3)n2)cc1 | 5%

Some of the entries above, reformatted.
10: CCC(CC)C(=O)N1CCC(N2C(=O)CCC2C(=O)NCc2ccccc2)CC1 (stereo unspecified)
  KDM5B inhibitor: -10%
11: Cc1cscc1NC(=O)/C=C/C(=O)O
  KDM5B inhibitor: 26%
12: O=C(NCC(F)(F)F)C1CN(c2ccc(F)cc2)C(=O)N1 (stereo unspecified)
  KDM5B inhibitor: -4%[86.2 µM]

Laid out differently: entries from further up.
# | KDM5B inhibitor | canonical_smiles
10 | -10% | CCC(CC)C(=O)N1CCC(N2C(=O)CCC2C(=O)NCc2ccccc2)CC1 (stereo unspecified)
11 | 26% | Cc1cscc1NC(=O)/C=C/C(=O)O

(further entries)
nr | mol | KDM5B inhibitor
26 | Cc1ccc(S(=O)(=O)N2CCOCC2)cc1NS(=O)(=O)c1ccc(F)c(F)c1 | 2%
27 | CC(C)(C)c1cc(C(=O)NCc2cccnc2)nn2cccc12 | 13%[149 µM]
28 | COc1ccccc1CCC(=O)N1C[C@@H](C)[C@](O)(C2CC2)C1 | 22%
29 | Cc1cc(C)n(Cc2c(C(=O)NCC3Cn4cccc4C(=O)N3C)noc2C)n1 (stereo unspecified) | -13%
30 | CCOC(=O)c1ccccc1NC(=O)CN(c1cc(C(F)(F)F)ccc1Cl)S(C)(=O)=O | ?
31 | OC1(Cn2ccnc2)CCN(Cc2ccccc2Cn2cccn2)CC1 | 14%
32 | Cc1cc(C)c(CNC(=O)c2cc(-c3ccccc3O)cc3c2OCCN3C)c(=O)[nH]1 | 35µM*
33 | N#CC(C(=O)CCc1ccccc1)C(=O)Nc1ccccc1Cl (stereo unspecified) | 15%
34 | CN(C(=O)COc1ccc2c(-c3ccccc3)cc(=O)oc2c1)C1(C#N)CCCCC1 | -1%
35 | CC(C)c1cccc(NC(=O)CN2C(=O)NC3(CCS(=O)(=O)CC3)C2=O)c1 | 18%
36 | CC(=O)C(Sc1ccc(C)cc1)(Sc1ccc(C)cc1)C(C)=O | ?
37 | CCOC(=O)C(CC)Sc1ncnc2sc3c(c12)CCCC3 (stereo unspecified) | ?
38 | Cc1ccc(CNC(=O)CCCCn2c(=O)c3ccccc3n(Cc3c(C)cc(C)cc3C)c2=O)cc1 | 15%
39 | O=C(c1cccc(F)c1)N1CCN2C(=O)N(C3CCCCC3)C(=O)[C@@H]2C1 | 0%[86.2 µM]
40 | COc1ccc(NC(=O)c2nc3ccccc3nc2OC)cc1OC | 8%
41 | CCOc1ccccc1NC(=O)Cn1c(=O)n(CCCC(=O)NCCOC)c(=O)c2cc(OC)c(OC)cc21 | -18%
42 | COc1ccc(-c2cc(N3CCC(NC(=O)c4ccc(F)cc4Cl)CC3)n[nH]2)cc1 | -11%
43 | O=C(CCc1ccco1)NCC1CC1 | -9%
44 | O=C(c1ccccc1-c1nc(-c2ccccc2Cl)no1)N1CCOCC1 | 20%
45 | O=C(O)c1cnn(-c2nc(-c3ccc(Br)cc3)cs2)c1C(F)(F)F | ?
46 | COc1ccccc1N(CC(=O)Nc1ccc2c(c1)OCO2)S(=O)(=O)c1ccc(C)cc1 | ?
47 | Cc1ccc(C(=O)N2CCC3(CC2)COc2ccccc2C(=O)N3)cc1 | -24%
48 | CCCCCc1coc2cc(O)ccc2c1=O | ?
49 | CCc1ccc(OC(=O)c2sc3ncn(Cc4cccc(F)c4)c(=O)c3c2C)cc1 | -17%
50 | Cn1nc2n(c1=O)CCN(C(=O)CCCc1c[nH]c3ccccc13)CC2 | -4%
51 | COc1ccccc1C1=NS(=O)(=O)N(C)C(C(=O)Nc2cc(OC)c(OC)c(OC)c2)=C1 | -2%
52 | CCC(=O)N1CCC(Cc2noc(C3CCOCC3)n2)C1 (stereo unspecified) | -18%
53 | Cc1cc(C)cc(NC(=O)N2CCC(CN3CCc4ccccc4C3)CC2)c1 | -19%
54 | Cc1ccc2nc(CO[C@H]3CN(C(=O)c4ccccc4)C[C@H]3F)[nH]c2c1 | -22%[86.2 µM]
55 | O=C(CN1CCCCC1)Nc1scc2c1c(=O)oc1ccccc12 | 0%
56 | COC(=O)c1ccccc1NC(=O)CN(c1ccc(Cl)cc1)S(=O)(=O)c1ccc(OC)cc1 | ?
57 | COc1cccc(CNC(=O)CN2C(=O)NC(c3ccc(C)cc3)C3=C2COC3=O)c1OC (stereo unspecified) | 8%
58 | O=C(c1ncn[nH]1)N1CCN(c2cc(C3CC(O)C3)ncn2)CC1 (stereo unspecified) | -23%
59 | COc1ccc(C)cc1Nc1nc(-c2cccc(Cl)c2)c2c(n1)-c1ccccc1OC2 | 3%
60 | Cc1ccc(CNC(=O)CSc2nc3ccsc3c(=O)n2CCC(C)C)cc1 | 7%
61 | c1ccc(OCc2nnc3sc(-c4ccccc4)nn23)cc1 | -12%
62 | C=CCN(C(=O)c1csnn1)C(C(=O)NC1CCCC1)c1ccc(Cl)cc1 (stereo unspecified) | -14%
63 | COc1cccc(-c2nc(-c3c(C)noc3C)cc3cc(C)oc23)c1 | 35µM*
64 | CN(Cc1ccccc1)C(=O)CSc1nc(-c2ccc(F)cc2)cc(C(F)(F)F)n1 | -54%
65 | O=C(Nc1cc(-c2ccc(F)c(F)c2)no1)c1ccccc1F | ?
66 | COc1cc(Br)c(C2CC(=O)Nc3cc4c(cc32)OCO4)cc1OC (stereo unspecified) | -12%
67 | O=C1CC(c2ccccc2)N(Cc2ccncc2)CCCN(C(=O)COc2ccc(F)cc2)CCN1 (stereo unspecified) | -4%
68 | O=C(NCCn1cc(SCc2cccc(F)c2)c2ccccc21)c1cccc(C(F)(F)F)c1 | ?
69 | CC(C)(C)NC(=O)N1CCCC1c1noc(COc2ccc(F)cc2)n1 (stereo unspecified) | -9%
70 | Cc1ccccc1S(=O)(=O)N1CCCC(Cc2noc(-c3ccncc3)n2)C1 (stereo unspecified) | -15%
71 | COc1ccc(C(=O)N2CCn3c(nn(-c4ccc(C(F)(F)F)cc4)c3=O)C2)cc1 | ?
72 | O=C(c1ccoc1)N1CCCN(C2CCC3(CCNCC3)CC2)CC1 | 28%
73 | Cc1ccc2nc3c(c(Nc4ccccc4)c2c1)CCC3 | ?
74 | O=C(Nc1cnc2ccccc2c1)c1ccc(Cl)cc1Cl | 3%
75 | Cc1cc(NC(=O)CCn2c(=O)c3cccn3c3cccnc32)ccc1Br | ?

Given with each value named: four of the compounds above
54. Cc1ccc2nc(CO[C@H]3CN(C(=O)c4ccccc4)C[C@H]3F)[nH]c2c1
- KDM5B inhibitor: -22%[86.2 µM]

75. Cc1cc(NC(=O)CCn2c(=O)c3cccn3c3cccnc32)ccc1Br
- KDM5B inhibitor: ?

59. COc1ccc(C)cc1Nc1nc(-c2cccc(Cl)c2)c2c(n1)-c1ccccc1OC2
- KDM5B inhibitor: 3%

52. CCC(=O)N1CCC(Cc2noc(C3CCOCC3)n2)C1 (stereo unspecified)
- KDM5B inhibitor: -18%

Next part
nr | mol | KDM5B inhibitor
76 | NC(=O)C1(C(=O)NCc2nc(-c3cccc(F)c3)c(-c3ccccn3)[nH]2)CC1 | -6%
77 | O=C(Nc1ccc(F)cc1)C1CCCN1c1nc2ncccc2o1 (stereo unspecified) | -6%
78 | O=C1NC(=NC2CCCCC2)C2(CCCN([S+](=O)([O-])c3cccc(C(F)(F)F)c3)C2)N1c1cc(F)cc(F)c1 (stereo unspecified) | 13%[115 µM]
79 | CCOc1ccccc1CN1CCC[C@H]1C(=O)N1CCCCCCNC(=O)CC1 | ?
80 | COc1ccc(-c2ccc3nc(-c4cc(F)cc(F)c4)oc3c2)c(OC)c1OC | i
81 | CSc1ccc(C2C(C(=O)Nc3ccccc3)=C(C)Nc3nc4ccccc4n32)cc1 (stereo unspecified) | ?
82 | COCCNc1nc2c(S(=O)(=O)c3ccc(C)c(C)c3)nnn2c2ccc(Cl)cc12 | -22%
83 | Cc1ccc(C)c(NS(=O)(=O)c2ccc(N3CC(C(=O)O)CC3=O)cc2)c1 (stereo unspecified) | 0%
84 | COc1ccc(-c2nc(CSCC(=O)Nc3cccc(F)c3)co2)cc1 | 11%
85 | Cc1nn2c(=O)cc(CSCC(=O)Nc3cccc4ccccc34)nc2s1 | 14%
86 | COc1ccc(S(=O)(=O)NCCc2nnc3ccc(SCC(=O)Nc4cc(C)cc(C)c4)nn23)cc1 | -20%
87 | COc1ccc2cc(CNC(=O)CNC(=O)c3cc(C)cc(C)c3)ccc2c1 | -9%
88 | O=C(Nc1cc(C(F)(F)F)ccc1Cl)c1noc2c1CCC2 | 5%
89 | CCN1CCc2c(sc3c2c(=O)n(-c2ccc(Cl)cc2)c(=O)n3CCN2CCCC2)C1 | ?
90 | O=C(NCc1cccs1)C1CCCN1c1nc2ncccc2o1 (stereo unspecified) | -10%[86.2 µM]
91 | Cc1nn(C)cc1CNC(=O)Nc1ccc(Cl)c(Cl)c1 | 10%
92 | CC(=O)Nc1ccc(N2C(=O)CSC2c2ccc([N+](=O)[O-])cc2)cc1 (stereo unspecified) | 15%
93 | COc1ccc(/C=C(\NC(=O)c2ccco2)C(=O)NCCc2nc3ccccc3[nH]2)cc1 | -1%
94 | CN1CCCC2(Cc3ccccc3CN([S+](=O)([O-])c3ccccc3)C2)C1 (stereo unspecified) | 12%[115 µM]
95 | O=C(Cc1c[nH]c2ccccc12)Nc1ccc2ccccc2c1 | -30%
96 | O=C(Cc1ccccc1)N1CCC2(CNc3ccccc3[S+](=O)([O-])N2)C1 (stereo unspecified) | -5%
97 | COc1ccccc1NC(=O)C(CC(C)C)N1Cc2ccccc2C1=O (stereo unspecified) | 14%
98 | Cc1cccc(Cn2cc(/C=C(\C#N)C(N)=O)c3ccccc32)c1 | 7%
99 | COc1ccc(-c2nc(C3CC3)nc3c2CCN(Cc2ccsc2)CC3)cc1 | 79µM*
100 | O=C(CSc1nnnn1C1CC1)c1ccc(-c2ccccc2)cc1 | -14%
101 | CC(C)Cn1cc2c3c(cccc31)CNCC2 | ?
102 | CN1CC(=O)N(c2cccnc2)Cc2c1ncnc2N1CCN(c2ccccn2)CC1 | ?
103 | CCn1nc(C)c(CNC(=O)CCC[C@@H]2[C@H]3CCCN4CCC[C@@H](CN2C)[C@@H]34)c1C | -4%
104 | COc1ccc(CN2CC[C@@H]3[C@H]2C(=O)NC[C@H](CCC(=O)N2CCN(c4ccccn4)CC2)N3C)cc1 | ?
105 | COc1ccc(C2Cn3nnc(C(=O)N4CCC(C(=O)NCC5CCCCC5)CC4)c3CO2)cc1 (stereo unspecified) | 16%
106 | COc1ccc(CN2C=C(C(=O)O)C(C)=NS2(=O)=O)cc1F | 2%
107 | CN(CCO)c1ccc(/C=N/NC(=O)C2CC2)cc1 | ?
108 | CC(C(=O)N(C)C1(C#N)CCCCC1)n1cnc2c1c(=O)n(C)c(=O)n2C (stereo unspecified) | 9%
109 | COc1ccc(CNC(=O)c2cccc(Oc3ccccc3)c2)cc1 | 13%
110 | O=C(CCCc1ccccc1)N1CCn2c(nnc2[C@@H]2C[C@@H](O)CN2Cc2ccccc2)C1 | -13%
111 | Cc1ccc(-c2nonc2NC(=O)c2ccc(F)cc2)cc1C | 0%
112 | COCCN1CC(CO)C2(CCN(Cc3cc(F)c(F)cc3F)CC2)C1 (stereo unspecified) | ?
113 | COc1ccc(NC(=O)c2c(-c3ccc(C)cc3)nnc3ccccc23)cc1Cl | -19%

Source: PubChem (National Center for Advancing Translational Sciences (NCATS))
